MBNL1-CUG inh: qHTS Assay for Inhibitors of MBNL1-poly(CUG) RNA binding | Potency, µM (highest dose often 57.5 µM), inactives show at the highest dose activity change, negative = inhibition, actives largely listed as inhibitors | 280,000 compounds, 0.036% hits | AID 2675, 2010 | Muscleblind-like protein 1 (Homo sapiens), Q9NR56 | TR-FRET MBNL1-His/biotin-(CUG)12 binding, 665/545 ratio; active = well fitted inhibition curve with a large enough effect in the signal ratio, with a control signal flat, not every such curve was filed as active; inconclusive = small, poorly fitted or top-dose-only effect, or effect the other way, or a change in a side signal; inactive = no such curve, though single readings can be large or run the other way; the % refers to the signal ratio; also: % is scaled to controls: 0 for no effect and ±100 for the full control effect
Target sequence (Q9NR56 whole entry, looked up): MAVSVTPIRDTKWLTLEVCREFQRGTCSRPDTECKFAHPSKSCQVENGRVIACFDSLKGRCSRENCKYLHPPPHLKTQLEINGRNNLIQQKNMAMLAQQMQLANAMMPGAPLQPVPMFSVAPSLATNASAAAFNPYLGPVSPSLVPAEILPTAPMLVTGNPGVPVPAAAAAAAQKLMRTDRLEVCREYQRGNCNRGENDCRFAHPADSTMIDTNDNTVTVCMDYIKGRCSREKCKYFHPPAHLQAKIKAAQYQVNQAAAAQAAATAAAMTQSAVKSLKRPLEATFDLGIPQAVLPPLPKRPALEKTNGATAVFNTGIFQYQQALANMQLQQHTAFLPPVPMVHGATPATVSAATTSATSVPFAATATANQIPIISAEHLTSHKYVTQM
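TR-FRET between His-tagged MBNL1 and biotin-(CUG)12 RNA, detected with Tb anti-His antibody (0.055 ng/ul) and streptavidin-XL665 (5 nM), 60 min at room temperature. Compounds titrated 92 nM to 58 uM; 665/545 nm ratio normalized to buffer and complex controls.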
uPA generation: qHTS for Inhibitors of Cell Surface uPA Generation; Potency, µM (series often up to 38.3 µM), for the others: at the top dose activity change, negative = inhibition, hits mostly inhibitors; AID 540303, 2011; 330,000 compounds, 0.31% hits; cell surface uPA generation assay, qHTS; active = well fitted inhibition curve with a large enough effect; inconclusive = small, poorly fitted or top-dose-only effect; inactive = no such curve, though single readings can be large or run the other way; tested in mouse RAW 264.7 cells; also: % is scaled to controls: 0 for no effect and ±100 for the full control effect; nearly all actives have a fitted effect of over 55% in size
p53 reactivation: qHTS assay for re-activators of p53 using a Luc reporter | H1299 p53-A138V BP100-luciferase reporter, luminescence, 24 h | Potency, µM (doses to about 92.2 µM), without a hit: at the top dose activity change, positive = activation, most hits filed as activators | 320,000 compounds, 0.063% hits; also: % of control where 0% means no effect; nearly all actives have a fitted effect of over 45% in size
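H1299 (p53-null), stable ts p53-A138V + BP100-Luc; 1000 cells/well, Opti-MEM/10% FBS; cpd 4 pt, 1:5; 24 h, 37 deg C, 5% CO2; detection reagent 10 min RT; luminescence.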
NPC1 promoter act: qHTS Assay for NPC1 Promoter Activators; Huh7 NPC1 promoter luciferase reporter, 24 h; Potency, µM (highest dose often 9.22 µM), inactives show at the highest dose activation, most hits filed as activators; 320,000 compounds, 2.4% hits;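 also: % of control where 0% means no effect; nearly all actives have a fitted effect of over 60% in size; reporter is driven by a mutant NPC1 promoter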
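Quantitative HTS used a cell-based reporter: Huh7 cells stably bearing the NPC1 promoter upstream of luciferase were treated with compounds for 24 h, and promoter activation was read as luminescence.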
CXXC DNA block: qHTS Fluorescence Polarization Assay for Inhibitors of MLL CXXC domain - DNA interaction; Potency, µM (series often up to 115 µM), for inactives: at the top dose activity change, negative = inhibition, most hits filed as inhibitors; MLL-CXXC / FITC-HOXA9 DNA fluorescence polarization; 290,000 compounds, 0.037% hits; active = well fitted inhibition curve with a large enough effect in the polarisation, with a control signal flat, not every such curve was filed as active; inconclusive = small, poorly fitted or top-dose-only effect, or effect the other way, or a change in a side signal; inactive = no such curve, though single readings can be large or run the other way; the % refers to the polarisation
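Fluorescence polarization: 7 uM MLL-CXXC (stock) preincubated 5 min with compounds, then 50 nM fluorescein-HOX-A9 DNA (stock) added; 30 min ambient. Buffer 50 mM Tris-HCl pH 7.5, 50 mM NaCl, 1 mM DTT, 0.05% BSA.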
VP16 counter: VP16 counterscreen qHTS for inhibitors of ROR gamma transcriptional activity. Drosophila S2 Gal4-VP16 UAS-luciferase, luminescence, 20 h. Potency, µM (highest dose often 53.6 µM), for inactives: top-dose activity, negative = inhibition, hits mostly inhibitors. 310,000 compounds, 3.5% hits. AID 2546, 2010;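 also: Gal4-VP16 expression switched on by copper sulfate through the metallothionein promoter; % is scaled to controls: 0 for no effect and ±100 for the full control effect; nearly all actives have a fitted effect of over 50% in size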
BRCA1 expr act: qHTS Assay to Identify Small Molecule Activators of BRCA1 Expression | Potency, µM (highest dose often 46.1 µM), without a hit: at the top dose activation, usual class: activators | AID 624202, 2012 | 380,000 compounds, 1.1% hits | MCF7-BRCA1-FFLuc reporter, luminescence, 48 h; response scale: scaled: vehicle 0%, 10 µM genistein 100%; also: nearly all actives have a fitted effect of over 80% in size; some results filed as inactive show a strong effect at the top dose
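Compounds are tested at multiple concentrations on MCF7 BRCA1-luciferase reporter cells seeded at 2000 per well; after 48 h, a single luminescence end-point is taken and curves fitted to the normalized data.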
FLuc counter: qHTS profiling assay for firefly luciferase inhibitor/activator using purifed enzyme and Km concentrations of substrates (counterscreen for miR-21 project). 360,000 compounds, 6.9% hits. Potency, µM (series often up to 57.5 µM), for the others: at the top dose activity change, negative = inhibition, most hits filed as inhibitors. purified FLuc, Km substrates, luminescence inhibition. Luciferin 4-monooxygenase (Photinus pyralis), P08659;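 also: plate controls were vehicle for no effect and reference inhibitor for full effect; nearly all actives have a fitted effect of over 55% in size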
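Biochemical qHTS of compounds, final roughly 60 µM downward over six points, against 10 nM purified firefly luciferase using Km concentrations of substrates (10 uM D-luciferin, 10 uM ATP) in Tris acetate pH 7.5 buffer; luminescence output.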
ELG1 genotoxic: qHTS screen for small molecules that induce genotoxicity in human embryonic kidney (HEK293T) cells expressing luciferase-tagged ELG1 | HEK293T ELG1-luciferase reporter, luminescence, 16 h | Potency, µM (doses to about 46 µM), without a hit: at the top dose activity change, positive = activation, most hits filed as activators | 330,000 compounds, 1.3% hits | AID 504466, 2011; also: % of control where 0% means no effect; nearly all actives have a fitted effect of over 60% in size
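Genotoxicity was scored as increased ELG1-luciferase reporter signal, measured by ONE-Glo luminescence (30 min, room temperature). Compound or vehicle exposure of the HEK293T reporter cells lasted 16 hr at 37°C.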
Rab9 prom act: qHTS Assay for Rab9 Promoter Activators | Huh7 Rab9 promoter-luciferase reporter, luminescence, 24 h | Potency, µM (top dose mostly 9.22 µM), for inactives: at the highest dose activation, negative = inhibition, hits mostly activators | 320,000 compounds, 2.8% hits; also: % of control where 0% means no effect; nearly all actives have a fitted effect of over 60% in size
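Promoter activation is measured as luciferase luminescence in Huh7 cells stably transfected with a Rab9 promoter–luciferase construct, following 24 h compound exposure at 37 °C and 10 min reagent incubation at ambient temperature.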
RORgamma inh: qHTS for inhibitors of ROR gamma transcriptional activity; Nuclear receptor ROR-gamma (Mus musculus), P51450; Drosophila S2 Gal4-RORgamma UAS-luciferase reporter, 20 h; Potency, µM (doses to about 53.6 µM), for the others: at the highest dose activity change, negative = inhibition, usual class: inhibitors; 310,000 compounds, 5.4% hits; AID 2551, 2010; also: % is scaled to controls: 0 for no effect and ±100 for the full control effect; nearly all actives have a fitted effect of over 60% in size
Target sequence (P51450 whole entry, looked up, the tested form may be a part): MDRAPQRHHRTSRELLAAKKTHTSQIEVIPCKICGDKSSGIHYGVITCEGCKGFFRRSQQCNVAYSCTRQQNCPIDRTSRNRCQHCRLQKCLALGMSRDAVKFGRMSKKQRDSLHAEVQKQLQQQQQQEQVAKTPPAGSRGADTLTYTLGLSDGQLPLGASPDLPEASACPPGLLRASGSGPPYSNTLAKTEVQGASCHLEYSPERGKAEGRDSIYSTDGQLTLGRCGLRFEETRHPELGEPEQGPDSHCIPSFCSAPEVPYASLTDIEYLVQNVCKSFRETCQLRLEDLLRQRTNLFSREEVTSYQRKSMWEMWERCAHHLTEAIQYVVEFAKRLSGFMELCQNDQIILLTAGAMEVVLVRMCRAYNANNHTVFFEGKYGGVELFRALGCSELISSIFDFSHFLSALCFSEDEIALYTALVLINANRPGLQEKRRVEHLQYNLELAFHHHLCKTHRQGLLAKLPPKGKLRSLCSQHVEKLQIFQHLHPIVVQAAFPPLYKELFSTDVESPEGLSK
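A Gal4/UAS one-hybrid system in insect cells: metallothionein-promoter Gal4–ROR gamma fusion plus Photinus luciferase reporter. Copper sulfate 700 uM final, 20 hr ambient incubation, luminescent detection after 10 min with reagent.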
Active calls of the source: *; ? = inconclusive; . = not tested or not shown; [ ] = dose if it differs, or a comment. Unless noted, calls follow the shape of the dose curve; as a rule, active = well fitted curve in the direction sought with a large enough effect; inconclusive = small, poorly fitted or top-dose-only effect, or another doubt; inactive = no such curve, though single readings can be large; an effect the other way counts as inactive or inconclusive. Potency is read from the fitted curve at half-maximal effect. A portion of the library, so the mix of outcomes need not match the whole.

SMILES	MBNL1-CUG inh	uPA generation	p53 reactivation	NPC1 promoter act	CXXC DNA block	VP16 counter	BRCA1 expr act	FLuc counter	ELG1 genotoxic	Rab9 prom act	RORgamma inh
O=C(CSc1nnc(-c2ccc(O)cc2)o1)N1CCOCC1	-14%	0%	?	23%	-1%	4%	83%	?	9%	?	4%
CCOc1ccc2[nH]c(=O)c(CN(CC3COCCO3)C(=O)C3CC3)cc2c1 (stereo not given)	-1%	7%	-1%	-1%	2%	-2%	-21%	-4%	1%	1%	-8%
CC(NC(=O)Cn1cccc1C(=O)c1ccccc1)c1ccc2c(c1)OCCO2 (stereo not given)	-4%	-1%	-1%	-4%	14%	-1%	-26%	-11%	-3%	2%	-4%
O=c1c2c(-c3ccc([N+](=O)[O-])cc3)ccnc2[nH]n1-c1ccccc1	?	-21%	3%	1%	-8%	1%	-1%	-14%	1%	-3%	-24%
O=C(Nc1ccccc1)N1CCCc2ccccc21	4%	-1%	9%	0%	0%	?	20%	-14%	5%	-1%	-30%
c1ccc(CNc2ncnc3c2cnn3-c2ccccc2)cc1	6%	-13%	17%	-12%	1%	-4%	-39%	?	?	6%	-5%
COc1ccc(-c2[nH]ncc2CN(C)Cc2nonc2C)c(OC)c1	5%	14%	0%	-4%	13%	-4%	-13%	0%	1%	8%	-14%
COc1ccc(-c2ccc(S(=O)(=O)N3CCOCC3)cc2)cc1	-8%	.	1%	-2%	5%	6%	0%	0%	0%	-1%	30%
CN(C(=O)CSc1nnnn1-c1ccc(O)cc1)C1CCS(=O)(=O)C1 (stereo not given)	-5%	0%	?	-3%	-6%	-14%	-4%	-1%	3%	-4%	10%
COc1cccc(C(=O)Nc2ccc3[nH]c(=O)[nH]c3c2)c1OC	0%	0%	1%	2%	6%	-5%	-7%	-18%	12%	19%	43%
COc1ccc(CNC(=O)CN2CCN(c3ccccc3)CC2)cc1	-11%	2%	-6%	2%	-8%	-3%	10%	-2%	-5%	1%	33%
CCOC(=O)c1cc2n(n1)C(C(F)(F)C(F)(F)F)CC(C)N2 (stereo not given)	-6%	4%	8%	-1%	-4%	-9%	-42%	-3%	2%	1%	-4%
CCOC(=O)C1CCCN(C(=O)c2cc(Cl)ccc2NC(=O)C2=C(C)OCCS2)C1 (stereo not given)	-8%	5%	-2%	0%	8%	-1%	-5%	1%	-5%	1%	2%
COCC(C)NC(=O)c1oc2c(c1C)C1(CCC2)SCCS1 (stereo not given)	-12%[11.5 µM]	-7%	2%	1%	-1%	4%	6%	?	0%	1%	8%
Fc1ccc(-c2csc(NC(=S)Nc3ccccc3)n2)cc1	41%[activator]	16%	2%	9%	-1%	3.2µM*	4%	0%	0%	9%	0.89µM*
CC1(C)C2CCC1(C)C(OC(=O)CNc1ccccc1)C2 (stereo not given)	-14%	-1%	4%	-3%	-12%	5%	4%	?	0%	-2%	13%
C=CCn1c(SCC(N)=O)nc(C)cc1=O	-7%	1%	0%	-1%	-4%	-3%	11%	0%[2.3 µM]	1%	-1%	11%
Cc1ccccc1NC(=O)COC(=O)c1c[nH]c(=O)[nH]c1=O	-3%	7%	16%	-7%	5%	-5%	-3%	1%	1%	-1%	-32%
COc1ccc(CCNCc2ccc(OCC(=O)N3CCCCC3)c(OC)c2)cc1OC	-18%	-1%	-1%	3%	-1%	-5%	-19%	0%	-4%	-2%	-19%
CCn1c(SCC(=O)Nc2ccc(OC)cc2)nc2nc3c(cc2c1=O)CCCC3	-5%	-4%	-8%	-7%	-9%	-7%	-6%	1%	-5%	0%	-27%

Some of these compounds in order of their number in Rab9 prom act, highest first.
| mol | uPA generation | p53 reactivation | NPC1 promoter act | CXXC DNA block | Rab9 prom act |
| --- | --- | --- | --- | --- | --- |
| Fc1ccc(-c2csc(NC(=S)Nc3ccccc3)n2)cc1 | 16% | 2% | 9% | -1% | 9% |
| CC(NC(=O)Cn1cccc1C(=O)c1ccccc1)c1ccc2c(c1)OCCO2 (stereo not given) | -1% | -1% | -4% | 14% | 2% |
| COc1ccc(CNC(=O)CN2CCN(c3ccccc3)CC2)cc1 | 2% | -6% | 2% | -8% | 1% |
| Cc1ccccc1NC(=O)COC(=O)c1c[nH]c(=O)[nH]c1=O | 7% | 16% | -7% | 5% | -1% |
| CC1(C)C2CCC1(C)C(OC(=O)CNc1ccccc1)C2 (stereo not given) | -1% | 4% | -3% | -12% | -2% |

The listing picks up, repeating the 2 entries before the break.
SMILES	MBNL1-CUG inh	uPA generation	p53 reactivation	NPC1 promoter act	CXXC DNA block	VP16 counter	BRCA1 expr act	FLuc counter	ELG1 genotoxic	Rab9 prom act	RORgamma inh
COc1ccc(CCNCc2ccc(OCC(=O)N3CCCCC3)c(OC)c2)cc1OC	-18%	-1%	-1%	3%	-1%	-5%	-19%	0%	-4%	-2%	-19%
CCn1c(SCC(=O)Nc2ccc(OC)cc2)nc2nc3c(cc2c1=O)CCCC3	-5%	-4%	-8%	-7%	-9%	-7%	-6%	1%	-5%	0%	-27%
CC1(c2ccccc2)CC(C)(C)N(C(=O)c2cc([N+](=O)[O-])cc([N+](=O)[O-])c2)c2ccccc21 (stereo not given)	-12%	4%	3%	-5%	4%	-5%	-25%	3%	-4%	-1%	?
COC1=C(OC)C(=O)c2ccccc2C1=O	?	.	.	-24%[46.1 µM]	4%	.	-63%	.	.	-42%[inhibitor][46.1 µM]	.
COc1ccc(N2CCN(S(=O)(=O)c3ccc(Cl)c(C(F)(F)F)c3)CC2)cc1	?	.	-1%	-1%	12%	0%[0.365 µM]	3%	-1%	-6%	-11%	-18%
COCCN(C(=O)Cc1cccs1)c1nnc(-c2cccnc2)s1	29%	-1%	6%	-4%	3%	20%	-3%	-1%	1%	16%	31%
CCCc1c(C(=O)Nc2ccc(C(F)(F)F)cc2)cnn1-c1ccccc1	.	-4%	0%	-6%	-16%	0%	-47%	4%	-8%	-3%	4%
COc1ccccc1N1C(=NC(=O)C(C)Oc2ccccc2)SC2CS(=O)(=O)CC21 (stereo not given)	-8%	-3%	1%	-1%	4%	-2%	4%	0%	0%	-3%	5%
Nc1nc(-c2ccc(Cl)cc2)cn1N	12%	-9%	-15%	-3%	2%	-22%	3%	-8%	-2%	1%	-59%
Cc1cccc(N2CCN(C3CCCCC3NS(=O)(=O)c3ccccc3)CC2C)c1 (stereo not given)	4%	-4%	2%	2%	29%	-4%	-43%	0%	-6%	-3%	1%
O=C(Cc1cccc2ccccc12)NNC(=O)c1cccs1	3%	1%	-6%	-7%	2%	-7%	-1%	0%	0%	-3%	1%
O=C(COC(=O)CCS(=O)(=O)c1ccccc1)Nc1ccc(N2CCCCC2)cc1	.	16%	18%	2%	.	.	4%	?	5%	-7%	.
CCOC(=O)N1CCN(C(=O)CCc2ccc(S(=O)(=O)NCCc3ccccc3)cc2)CC1	-2%	.	-6%	0%	-17%	3%	-20%	2%	4%	1%	?
O=C(CN1C(=O)c2ccccc2C1=O)NCC(=O)OCC(=O)c1ccc(Cl)cc1	-7%	4%	8%	-4%	1%	?	-27%	0%	0%	-7%	-15%
CC1CN(c2nc(-c3ccccc3)nc3ccccc23)CC(C)O1 (stereo not given)	0%	7%	4%	-1%	-5%	-2%	-31%	3%	-1%	-2%	-30%
O=C(NCc1cccnc1)c1ccc(Cl)c(S(=O)(=O)N2CCOCC2)c1	0%	7%	1%	-3%	6%	7%	-10%	0%	7%	-5%	0%
CCC(C)N(C(=O)CSc1nnnn1-c1ccccc1OC)C1CCS(=O)(=O)C1 (stereo not given)	.	3%	2%	5%	.	.	3%	1%	-2%	4%	.
Cc1cc(=O)oc(C)c1C(=O)N1CCN(C(c2ccccc2)c2ccccc2)CC1	-8%	-6%	-1%	0%	1%	-5%	-7%	4%	-4%	1%	?

From PubChem
